PLC-gamma1 inh: inhibitors of human phospholipase C gamma1; purified PLC-gamma1, fluorogenic substrate, fluorescence; inhibition, % at 12.2 µM; actives 0.84% (n = 370,000); in the data active means inhibition above about 9.5%
Tn6 DDE FP: disrupts Tn6 cyclic peptide binding to fibrin D-Dimer-E complex; P02675; Fibrin DD(E) TRITC-Tn6 fluorescence polarization displacement; inhibition, % at 8.3 µM; actives 0.21% (n = 370,000);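 active means inhibition above a per-campaign cutoff: mean of compounds within control limits plus 3 SD, cut at about 15% in these data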;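 further: 0% = median of all compound wells on the plate and 100% = blocking peptide control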
PLC-beta3 inh: blocks human PLC-beta3 enzyme activity; Q01970; Purified PLC-beta3, fluorogenic substrate, fluorescence; inhibition, % at 12.2 µM; actives 0.18% (n = 370,000); AID 720704; in the data active means inhibition above about 11%;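 further: 0% = median of compound wells on plate and 100% = full blocker control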
KLK7 zymogen act: activators of human kallikrein-7 zymogen; actives 0.9% (n = 370,000); purified proKLK7, EDANS-DABCYL substrate fluorescence; 100% is mature enzyme control, 0% vehicle; activation, % at 7 µM; AID 652039; P49862;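 active means activation above the mean of all tested compounds plus 3 SD, computed per campaign excluding outliers beyond control limits, cut at about 13% in these data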
ARFGAP1 inhibitor: inhibits rat ARF GTPase activating protein 1; actives 0.26% (n = 360,000); inhibition, % at 16.5 µM; Q62848; AID 651572; Arfgap1-stimulated ARF1 GTP hydrolysis, GDP FP detection;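 active means inhibition above a per-plate limit, mean inhibition of low control wells plus 3 SD, cut at about 25% in these data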;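 further: 0% = DMSO wells with enzyme and 100% = wells lacking Arfgap1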
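Replicates: Single well per compound | Assay system: Truncated rat Arfgap1 GAP domain | Control set: No-Arfgap1 wells (100%) versus DMSO full-reaction wells (0%) | Times: Enzyme reaction 120 min at 25 °C after 20 min preincubation | Reagent: Human ARF1(Δ1-17)-GTP substrate | Measured by: Tracer-displacement fluorescence polarization with EDTA stop, 620/688 nm | Measure: Percent inhibition of Arfgap1-stimulated GTP hydrolysis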
UHRF1 binding: human UHRF1 methylated DNA binding inhibitors | actives 0.75% (n = 370,000) | UHRF1 binding to methylated oligo, TR-FRET | inhibition, % at 4.4 µM | Q96T88; in the data active means inhibition above about 21%;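 further: UHRF1 SRA domain binding a hemimethylated CpG hairpin DNA probe; 0% = median of test compound wells and 100% = reference inhibitor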
ASAP1 inh: ASAP1 ArfGAP inhibition; ASAP1-stimulated ARF1 GTP hydrolysis, GDP FP detection; inhibition, % at 16.5 µM; actives 0.19% (n = 360,000); AID 624377; in the data active means inhibition above about 25%;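 further: 0% = vehicle with enzyme and substrate and 100% = no enzyme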
Target sequence (Q9ULH1 325-724 limits assumed): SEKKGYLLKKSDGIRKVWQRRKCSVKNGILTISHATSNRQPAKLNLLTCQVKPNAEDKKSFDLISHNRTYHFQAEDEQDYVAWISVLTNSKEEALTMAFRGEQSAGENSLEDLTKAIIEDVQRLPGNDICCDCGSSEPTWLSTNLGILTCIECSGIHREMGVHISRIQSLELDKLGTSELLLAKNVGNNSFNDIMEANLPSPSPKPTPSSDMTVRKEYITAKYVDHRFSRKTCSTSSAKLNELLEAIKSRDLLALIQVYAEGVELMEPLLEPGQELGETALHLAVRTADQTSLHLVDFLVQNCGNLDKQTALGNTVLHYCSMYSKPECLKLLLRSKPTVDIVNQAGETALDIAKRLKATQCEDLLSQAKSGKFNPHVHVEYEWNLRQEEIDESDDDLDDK
DDE Tn7 FP inh: DD(E)-Tn7 binding inhibition, primary FP screen; P02675; FP displacement of FITC-Tn7 peptide from fibrin DD(E); 0% = median of compound wells per plate; inhibition, % at 8.3 µM; actives 0.13% (n = 370,000); AID 720508;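 active means inhibition above the mean of compounds falling within the control limits plus 3 SD of them, cut at about 14% in these data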;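 further: 0% = plate median of compound wells and 100% = 10 µM Aha-Tn7 peptide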
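System: human fibrin DD(E); quantity: Fibrin-DD(E) at 2 µM final; also added: fluorescent Tn7 probe at 0.1 µM; compound dosing: single nominal test concentration of 8.3 µM per compound; schedule: 10 min preincubation, 3 h with tracer, room temperature; detection: fluorescence polarization of the labelled Tn7 tracer; repeats: one replicate per compound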
sPLA2-III inh: Inhibits HGIII-sPLA2 liposome hydrolysis, primary screen; inhibition, % at 12.2 µM; QFRET BODIPY PC-A2 liposome hydrolysis, fluorescence; Q9NZ20; AID 743126; actives 0.56% (n = 370,000);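 active means inhibition above mean plus 3 SD of compounds lying within the high and low control bounds, cut at about 19% in these data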;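 further: 0% = median of test compound wells and 100% = no enzyme DMSO wells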
Rev-erbA mod: Rev-erb alpha (human) modulation | P20393 | Rev-erbα–FITC-DNA binding, fluorescence polarization, 90 min | activity, % at 10 µM | actives 0.79% (n = 370,000) | AID 1259318;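 active means activity above about 14%, limit read from the data; passing the limit was not always enough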;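 further: 0% = DMSO wells with 35 nM protein and 100% = DMSO wells with 750 nM protein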
Target sequence (P20393 whole entry, looked up): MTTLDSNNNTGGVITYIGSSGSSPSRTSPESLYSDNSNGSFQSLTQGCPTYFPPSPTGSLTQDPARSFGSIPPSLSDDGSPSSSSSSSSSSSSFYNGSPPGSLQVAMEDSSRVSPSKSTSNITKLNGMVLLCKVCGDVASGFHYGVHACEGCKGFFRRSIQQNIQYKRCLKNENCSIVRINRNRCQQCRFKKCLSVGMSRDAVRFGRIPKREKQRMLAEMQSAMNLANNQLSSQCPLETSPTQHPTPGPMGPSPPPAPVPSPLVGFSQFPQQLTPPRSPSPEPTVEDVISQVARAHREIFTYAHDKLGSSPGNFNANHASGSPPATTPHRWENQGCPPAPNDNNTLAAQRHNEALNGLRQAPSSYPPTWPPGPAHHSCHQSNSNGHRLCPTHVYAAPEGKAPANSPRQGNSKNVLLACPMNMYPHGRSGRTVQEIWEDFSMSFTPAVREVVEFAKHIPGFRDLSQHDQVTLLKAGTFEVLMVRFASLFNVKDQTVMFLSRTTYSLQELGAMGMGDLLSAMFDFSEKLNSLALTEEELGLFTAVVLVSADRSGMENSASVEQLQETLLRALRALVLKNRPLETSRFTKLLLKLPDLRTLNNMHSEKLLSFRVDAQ
Numbers without * were called inactive; i = inactive; · = no result given. The order is random; any-hit rate near 4.5%.

SMILES	PLC-gamma1 inh	Tn6 DDE FP	PLC-beta3 inh	KLK7 zymogen act	ARFGAP1 inhibitor	UHRF1 binding	ASAP1 inh	DDE Tn7 FP inh	sPLA2-III inh	Rev-erbA mod
O=C(N/N=C/c1ccco1)c1ccncc1	1	4	-1	-0.2	-13	0	0	3	2	-6
CCNC(=O)C1(C)CCCN(C(=O)Cc2ccc(OC)c(OC)c2)C1 (stereo unspecified)	-1	-2	3	-0.1	2	0	0	-5	1	-6
Cc1cc(C)c2cc(CN(Cc3nnnn3Cc3ccc(F)cc3)C3CCCC3)c(=O)[nH]c2c1	-110	-3	-154	5.6	7	-2	-3	-4	3	1
Cc1ccc(C(=O)Nc2ccon2)cc1S(=O)(=O)N1CCCCCC1	6	1	3	0.6	-4	-1	-3	-2	0	0
C=CCNC(=O)CCCc1ccccc1	2	7	1	-0.3	-1	-3	4	-1	3	3
Cn1cc(-c2cccc3[nH]cc(-c4ccccc4)c23)c2ccccc21	-5	-2	-8	-0.9	·	-2	·	-1	-26	5
O=C(c1cc2ccccc2o1)N1CC=C(c2ccccc2)CC1	0	7	-8	-0.4	6	1	1	-1	-2	-4
CCOC(=O)N1CCN(C(=O)CN(c2ccc(OC)cc2)S(C)(=O)=O)CC1	6	2	11*	-1.0	0	1	-2	-1	2	2
COc1cc(C(=O)NNC(=S)NC(=O)c2ccccc2C)cc(OC)c1OC	3	-1	0	-0.2	-1	1	4	-6	26*	0
COc1ccc(CCN(C)c2ncnc3sccc23)cc1OC	-2	-3	4	-0.1	1	-2	-4	-4	-3	-5
CCOCc1nnc(NC(=O)CSc2ccc(C)cc2)s1	-2	-2	1	-0.8	-3	0	-16	3	1	8
COc1cccc(CN2CCNC(=O)C2CC(=O)N(C)CC2CCOCC2)c1OC (stereo unspecified)	-3	12	-12	0.5	-6	4	-1	1	4	-4
CC(OC(=O)C(NC(=O)c1ccco1)C(C)C)C(=O)Nc1ncc(Cl)cc1Cl (stereo unspecified)	2	3	2	-0.6	2	-2	-6	-7	-2	0
Cc1cc(C(=O)Nc2cccc(O)c2)co1	1	10	0	0.7	-1	0	1	0	1	7
O=C(CN1CCN(S(=O)(=O)c2ccc3ccccc3c2)CC1)N1CCc2ccccc2C1	3	-8	3	-0.5	-5	4	0	5	-4	3
O=[N+]([O-])c1ccc(NN=Cc2ccccc2O)nc1	-22	-2	-30	0.1	7	-2	17	7	-4	5
COC(=O)c1cn(-c2nc3ccccc3s2)nn1	-4	4	-7	-0.1	7	1	-4	6	-2	-4
CCCCCCn1cnc2c(oc3nc4c(cc32)CCCC4)c1=O	-1	-2	2	1.5	5	1	11	6	-1	-1
O=C(Nc1ccc(Cl)c([N+](=O)[O-])c1)C(Sc1ccccc1)c1ccccc1 (stereo unspecified)	5	-11	6	-0.5	5	-3	13	2	-19	3
CN(CCN1CCOCC1)Cc1nc(-c2cccs2)no1	-2	-6	0	-0.4	5	0	-5	4	0	-2

Retrieved by structure from the list above, 2 records:
SMILES	PLC-gamma1 inh	Tn6 DDE FP	PLC-beta3 inh	KLK7 zymogen act	ARFGAP1 inhibitor	UHRF1 binding	ASAP1 inh	DDE Tn7 FP inh	sPLA2-III inh	Rev-erbA mod
O=[N+]([O-])c1ccc(NN=Cc2ccccc2O)nc1	-22	-2	-30	0.1	7	-2	17	7	-4	5
CN(CCN1CCOCC1)Cc1nc(-c2cccs2)no1	-2	-6	0	-0.4	5	0	-5	4	0	-2

(next part)
SMILES	PLC-gamma1 inh	Tn6 DDE FP	PLC-beta3 inh	KLK7 zymogen act	ARFGAP1 inhibitor	UHRF1 binding	ASAP1 inh	DDE Tn7 FP inh	sPLA2-III inh	Rev-erbA mod
Cc1ccc(S(=O)(=O)N(C)CC(=O)NCC(c2ccc(F)cc2)N2CCOCC2)cc1 (stereo unspecified)	1	5	4	-0.2	3	2	5	2	2	11
COCC(COS(N)(=O)=O)C(C)C (stereo unspecified)	1	3	7	0.4	-4	-3	-8	-1	0	-3
O=C(COc1ccccc1Cl)NCc1ccco1	1	-13	1	0.4	-4	20	1	-6	2	1
CCCCC1C2=C(CCCC2=O)OC2=C1C(=O)CCC2	1	10	2	0.4	-1	-1	6	-5	4	-4
CCCc1cnc(N2CCN(C(=O)c3ccc(F)cc3)CC2)nc1	-9	-8	-15	0.3	-9	-1	5	-2	-2	-5
O=C(NCC(c1cccnc1)N1CCN(c2ccccc2F)CC1)C1CCCCC1 (stereo unspecified)	0	-3	0	-1.0	1	2	4	2	4	6
CN(C)c1ccc(-c2ccnc3c2CC(C)(C(=O)NCCC(F)(F)F)O3)cc1 (stereo unspecified)	-334	2	-453	2.2	-7	2	1	-1	8	3
CCc1nc2c(OCCOc3ccc(F)cc3)cccn2c1N(C)C(=O)CC(C)C	-4	6	-5	1.1	-6	-2	10	9	-4	-3
CCC(C)Sc1nc(O)cc(=O)[nH]1 (stereo unspecified)	1	-1	2	0.5	-25	0	0	3	-5	-5
CC1CCC(NC(=O)CCS(=O)(=O)c2ccc3c(c2)NC(=O)CO3)CC1 (stereo unspecified)	7	-11	-1	0.6	-6	2	1	1	-1	4
c1ccc(-c2cn3ccccc3n2)cc1	-6	4	-7	0.8	-8	-1	-4	6	-1	1
COCCN(C(=O)C(C)C)c1nnc(-c2ccc(C(C)(C)C)cc2)s1	0	5	-8	0.1	10	5	4	1	7	5
COc1ccccc1N1CCN(C(=O)c2cc(=O)c3c(C)cc(C)cc3o2)CC1	-1	-3	-8	0.2	13	0	-3	0	2	-1
Cc1ccc(-n2c(SCC(=O)N/N=C/c3ccc(C)s3)nnc2-c2ccccc2)cc1	-2	4	3	-1.1	-5	-5	-8	6	-11	8
O=C(NCc1ccncc1)Nc1ccc(F)cc1	3	-4	4	0.2	-1	1	7	4	-3	2
CCOc1ccc(CCNC(=O)C2(c3ccccc3)CC2)cc1OCC	4	3	-6	0.2	6	2	-5	0	1	2
O=C(NCc1ccccc1)c1ccc(C(=O)NCc2ccccc2)cc1	5	-3	1	0.4	1	-3	-12	3	-2	-7
CCOn1c(=O)c(-c2ccc(OC)c(OC)c2)[n+]([O-])c2ccccc21	-13	5	-4	-1.1	-11	-5	3	0	2	5
CC(c1nnc(SCC(=O)Nc2ccc3[nH]c(=O)[nH]c3c2)n1Cc1ccccc1)N(C)C (stereo unspecified)	-3	3	-3	-0.1	-5	-1	10	-9	-3	2
Cc1ccc(S(=O)(=O)N2CCN(C3CC4CCC3C4)CC2)cc1 (stereo unspecified)	-1	1	-6	-0.7	7	1	-4	0	-3	-9
O=C(NCC1CCCO1)C(=O)N/N=C\c1ccc2c(c1)OCO2 (stereo unspecified)	-8	-8	-19	-0.3	3	-7	0	-3	2	-10
Cc1cccc(N(CC(=O)NCCSCc2ccccc2)S(C)(=O)=O)c1C	0	5	3	-0.8	-1	0	21	2	-3	2
FC(F)(F)c1nc(Sc2ncccc2C(F)(F)F)n[nH]1	-1	2	-4	0.2	6	5	3	-4	7	-4
CC(C)N1Cc2nnn(Cc3ccccc3)c2-c2cc(F)ccc2S1(=O)=O	1	-4	2	-0.4	·	-2	·	-1	-1	0
CCc1ccc(OCC(O)CNC(C)(C)C)cc1 (stereo unspecified)	4	3	4	0.2	5	0	0	5	-8	-3
COc1ccc(-c2cn(Cc3ccc(C(N)=O)cc3)c(-c3ccc(Cl)nc3)n2)cc1	-64	-12	-97	-1.1	3	1	1	2	1	3
C=CCn1c(SCC(=O)c2ccc(O)c(O)c2)nnc1-c1cccc(C)c1	-3	-4	-2	0.1	1	2	11	-6	0	-5
Cc1cc(C)c2c(n1)nn1c(NCCN3CCOCC3)cc(C)nc21	i	-4	i	33*	2	10	0	-3	3	-2
COC(=O)CCC(=O)OC1(C)C(=O)C2=CN(C(CO)CO)C(c3ccc(OC)cc3)=CC2=C(Br)C1=O (stereo unspecified)	-45	7	-57	8.2	9	-3	3	4	-5	2
CCOC(=O)CN1C(=O)C(O)(CC(=O)c2ccc3c(c2)CCCC3)c2ccccc21 (stereo unspecified)	4	1	5	-0.2	3	-2	11	-6	-9	1
CN(C)CC[C@@H](c1ccc(Br)cc1)c1ccccn1	4	8	2	0.3	3	-2	3	7	-7	-8
CCOC(=O)c1c(CSc2ccc(C)cc2)oc2ccc(O)cc12	2	-4	1	-0.4	-1	-2	-10	0	-47	8
O=C(c1ccccc1)c1ccc(OCC(O)CNCc2ccc(Cl)cc2)cc1 (stereo unspecified)	12*	-8	3	0.8	14	-2	9	2	-22	-1
Cc1ccc(C(=O)NN=C2CCCC2)cc1C	3	3	-8	0.1	3	-1	-5	0	1	1

Ordered by formula weight (lowest first): twelve of the compounds above.
SMILES	PLC-gamma1 inh	Tn6 DDE FP	PLC-beta3 inh	KLK7 zymogen act	ARFGAP1 inhibitor	UHRF1 binding	ASAP1 inh	DDE Tn7 FP inh	sPLA2-III inh	Rev-erbA mod
Cc1ccc(C(=O)NN=C2CCCC2)cc1C	3	3	-8	0.1	3	-1	-5	0	1	1
CCc1ccc(OCC(O)CNC(C)(C)C)cc1 (stereo unspecified)	4	3	4	0.2	5	0	0	5	-8	-3
FC(F)(F)c1nc(Sc2ncccc2C(F)(F)F)n[nH]1	-1	2	-4	0.2	6	5	3	-4	7	-4
O=C(NCC1CCCO1)C(=O)N/N=C\c1ccc2c(c1)OCO2 (stereo unspecified)	-8	-8	-19	-0.3	3	-7	0	-3	2	-10
Cc1ccc(S(=O)(=O)N2CCN(C3CC4CCC3C4)CC2)cc1 (stereo unspecified)	-1	1	-6	-0.7	7	1	-4	0	-3	-9
Cc1cc(C)c2c(n1)nn1c(NCCN3CCOCC3)cc(C)nc21	i	-4	i	33*	2	10	0	-3	3	-2
CCOC(=O)c1c(CSc2ccc(C)cc2)oc2ccc(O)cc12	2	-4	1	-0.4	-1	-2	-10	0	-47	8
C=CCn1c(SCC(=O)c2ccc(O)c(O)c2)nnc1-c1cccc(C)c1	-3	-4	-2	0.1	1	2	11	-6	0	-5
O=C(c1ccccc1)c1ccc(OCC(O)CNCc2ccc(Cl)cc2)cc1 (stereo unspecified)	12*	-8	3	0.8	14	-2	9	2	-22	-1
Cc1cccc(N(CC(=O)NCCSCc2ccccc2)S(C)(=O)=O)c1C	0	5	3	-0.8	-1	0	21	2	-3	2
COc1ccc(-c2cn(Cc3ccc(C(N)=O)cc3)c(-c3ccc(Cl)nc3)n2)cc1	-64	-12	-97	-1.1	3	1	1	2	1	3
COC(=O)CCC(=O)OC1(C)C(=O)C2=CN(C(CO)CO)C(c3ccc(OC)cc3)=CC2=C(Br)C1=O (stereo unspecified)	-45	7	-57	8.2	9	-3	3	4	-5	2

Screening data (PubChem BioAssay)
